# Assay outcomes as filed in PubChem BioAssay.
# EPAC2 ag: EPAC2 (human) agonism; EPAC2 activation, biochemical qHTS; response scale: 100% = 6.5 mM cAMP response; Potency, µM (doses to about 154 µM), for inactives: at the top dose activation, hits mostly activators; 0.079% of 360,000 active; AID 720711; note: potency is the fitted concentration of half-maximal effect; nearly all actives have a fitted effect of over 50% in size
# Target sequence (Q8WZA2 whole entry, looked up): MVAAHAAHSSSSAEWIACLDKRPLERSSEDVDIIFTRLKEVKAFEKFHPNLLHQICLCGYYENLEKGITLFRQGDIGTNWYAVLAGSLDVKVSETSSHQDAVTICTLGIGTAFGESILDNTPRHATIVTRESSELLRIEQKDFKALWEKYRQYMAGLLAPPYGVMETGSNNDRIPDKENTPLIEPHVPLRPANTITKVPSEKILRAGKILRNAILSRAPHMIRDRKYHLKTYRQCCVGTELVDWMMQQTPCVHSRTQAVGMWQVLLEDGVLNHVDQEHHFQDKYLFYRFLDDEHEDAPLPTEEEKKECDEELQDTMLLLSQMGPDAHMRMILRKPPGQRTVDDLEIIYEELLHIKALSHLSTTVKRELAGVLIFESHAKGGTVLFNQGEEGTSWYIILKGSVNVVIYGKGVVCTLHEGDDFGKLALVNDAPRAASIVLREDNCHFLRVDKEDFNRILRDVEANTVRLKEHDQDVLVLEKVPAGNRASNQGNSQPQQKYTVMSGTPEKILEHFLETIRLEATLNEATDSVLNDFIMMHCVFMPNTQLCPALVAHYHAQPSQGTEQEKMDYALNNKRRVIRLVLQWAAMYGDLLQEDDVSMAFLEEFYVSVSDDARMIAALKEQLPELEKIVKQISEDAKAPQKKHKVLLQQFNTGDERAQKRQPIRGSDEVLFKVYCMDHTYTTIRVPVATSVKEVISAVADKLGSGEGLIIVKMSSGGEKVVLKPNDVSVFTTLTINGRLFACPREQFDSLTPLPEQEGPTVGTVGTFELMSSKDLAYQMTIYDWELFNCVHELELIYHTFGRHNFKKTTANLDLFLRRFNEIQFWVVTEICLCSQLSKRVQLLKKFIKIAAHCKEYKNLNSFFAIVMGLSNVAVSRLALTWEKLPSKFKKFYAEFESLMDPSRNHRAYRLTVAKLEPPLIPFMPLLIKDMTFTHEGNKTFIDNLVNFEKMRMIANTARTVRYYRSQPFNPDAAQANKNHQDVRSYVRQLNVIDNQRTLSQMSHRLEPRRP
#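 Compounds were added across a concentration range to EPAC2 (100 nM), RAP1B-BODIPY-GDP (250 nM) and GDP (50 uM). After 5 min at room temperature, fluorescence was recorded at 5-min intervals for 30 min.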
# A549 viability: kills or reduces viability of A549 cells in Nrf2 counter-screen | A549 ARE-Fluc cells, CellTiter-Fluor viability, 18-24 h | Potency, µM (titrated, usually from 46 µM), for the others: at the top dose activity change, negative = cytotoxicity, actives largely listed as inhibitors | 0.16% of 390,000 active | AID 504648; note: potency is the fitted concentration of half-maximal effect; % is set by controls: 0 for no effect and ±100 for the full control effect
#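 A549 ARE_Fluc cells in 5% FBS OPTI-MEM were exposed to compounds in concentration-response for 18-24 h at 37 deg C. Viability was read by CellTiter-Fluor fluorescence (Ex 405/Em 525) after 30 min, before the luciferase read.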
# Nrf2 activator: activators of Nrf2 (ARE) signaling. AID 624171. AREc32 ARE-luciferase reporter (MCF7-derived line), luminescence, 24 h. Potency, µM (top dose mostly 46.1 µM), for inactives: at the highest dose activation, actives largely listed as activators. 0.31% of 410,000 active; note: potency is the fitted concentration of half-maximal effect; % of control where 0% means no effect; nearly all actives have a fitted effect of over 65% in size
#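 ARE activation measured as luciferase luminescence (Steady-Glo, 30 min RT) in AREc32_Fluc cells after 24 hr compound exposure at 37 deg C, 5% CO2; cells seeded overnight at 1000/well in OPTI-MEM, 5% FBS.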
# ATXN viability: cell viability loss in ATXN counter-screen. AID 651635. S2 cells (HEK-293 line with an ATXN2-luciferase reporter) viability, CellTiter-Fluor protease fluorescence, 24 h. 0.49% of 400,000 active. Potency, µM (highest dose often 56.7 µM), most hits filed as cytotoxic; note: potency is the fitted concentration of half-maximal effect; nearly all actives have a fitted effect of over 40% in size
# TGFb inhibitor: TGF-b pathway inhibition; HepG2 CAGA-GFP TGF-b/SMAD3 reporter, GFP fluorescence, 18 h; TGF-beta stimulated, 500 pg/mL final; Potency, µM (highest dose often 46.1 µM), inactives show at the top dose activity, negative = inhibition, actives largely listed as inhibitors; 1.2% of 410,000 active; AID 588855; note: potency is the fitted concentration of half-maximal effect; % is set by controls: 0 for no effect and ±100 for the full control effect; nearly all actives have a fitted effect of over 65% in size
#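 First, reporter cells (HEPG2 CAGA-GFP) rested 2 h at 37 degrees C. Next, compounds were pinned in and TGF-beta added to 500 pg/mL final. After 18 h, GFP was imaged per cell and summed per well.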
# HepG2 tox: HepG2 cytotoxicity, counter-screen for TGF-b inhibitors; HepG2 CAGA-GFP viability, ATP luminescence, 18 h; Potency, µM (top dose mostly 46.1 µM), for inactives: top-dose activity change, negative = cytotoxicity, actives largely listed as cytotoxic; 0.76% of 410,000 active; AID 588856; note: potency is the fitted concentration of half-maximal effect; some results filed as inactive show a strong effect at the top dose
#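 HepG2 CAGA-GFP cells (1000/well, DMEM with 1% FBS) received compound, then TGF-beta at 500 pg/mL final, and were incubated 18 hours at 37 degrees C. Viability was read by CellTiter-Glo luminescence. Media-only wells were set as complete cell-killing and DMSO as no toxicity.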
# IL-2 act: activates IL-2 in a cell-based reporter assay; IL-2 activation reporter assay, cell-based qHTS; stimulated with anti-CD3/CD4/CD28 beads; in transgenic mouse T cells; AID 652025; activation, % (series mostly up to about 46 µM); 0.065% of 360,000 active; in the data active = activation above about 50%; inconclusive = mostly about 30% to 49%; note: 0% is about no effect
#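 Readout: EGFP and DsRed signals by fluorescent plate cytometry. Unstimulated transgenic mouse T cells received compound 60 min before antibody-bead stimulation, then incubated 18 h at 37 degrees C.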
# Nrf2 block: inhibitors of Nrf2 signaling | AID 504444 | A549 ARE-Fluc reporter, luciferase luminescence, 18-24 h | 2.1% of 360,000 active | Potency, µM (titrated, usually from 46 µM), for inactives: top-dose activity change, negative = inhibition, hits mostly inhibitors; note: potency is the fitted concentration of half-maximal effect; % is set by controls: 0 for no effect and ±100 for the full control effect; nearly all actives have a fitted effect of over 60% in size
#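 Cells were seeded and rested 2 h, then exposed to compounds for 18-24 h. CellTiter-Fluor was read first as a viability measure. BugLite was added 15 min before the final luminescent read of ARE-luciferase activity in A549 cells.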
# ATXN2 expr inh: reduces ATXN2 reporter expression in HEK-293 cells; 0.72% of 360,000 active; HEK-293 ATXN2-luciferase reporter, luminescence, 24 h; Potency, µM (highest dose often 57 µM), for inactives: at the highest dose activity change, negative = inhibition, usual class: inhibitors; AID 1745845; note: potency is the fitted concentration of half-maximal effect; % is set by controls: 0 for no effect and ±100 for the full control effect; nearly all actives have a fitted effect of over 55% in size
#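 ATXN2-luciferase reporter cells (luciferase flanked by upstream and downstream ATXN2 gene portions) were treated 24 h at 37 °C with compounds at up to 57 uM. SteadyGlo luminescence gave expression; GF-AFC fluorescence gave viability.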
# Starred values were filed as active, the others as inactive; i = inactive; ? = inconclusive; nt = not tested or not shown; [ ] = remark or other dose. Unless noted, calls come from the whole dose curve; as a rule, active = well fitted curve in the direction sought with a large enough effect; inconclusive = small, poorly fitted or top-dose-only effect, or another doubt; inactive = no such curve, though single readings can be large; an effect the other way counts as inactive or inconclusive.
No.	compound	EPAC2 ag	TGFb inhibitor	HepG2 tox	IL-2 act	ATXN2 expr inh
1	O=C(Nc1cccc(C(F)(F)F)c1)c1cccnc1N1CCN(CCO)CC1	-6%	-5%	-13%	0.5	-9%
2	COc1ccccc1CNC(=O)COC(=O)Cc1ccc(Cl)cc1	-5%	5%	-4%	-0.2	2%
3	O=S(=O)(Nc1ccc2c(c1)OCCO2)c1c(F)cccc1F	9%	-1%	-40%	-0.6	-3%
4	Cc1ccc(S(=O)(=O)N2CCCC2C(=O)NCCc2nc3ccccc3[nH]2)cc1 (centres undefined)	9%	-9%	-7%	-2.5	0%
5	COc1cc2c(cc1OC)CN(C(=O)CCNS(=O)(=O)c1ccccc1F)CC2	-3%	-22%	-1%	-0.1	9%
6	Cc1ccc2oc(-c3cccc(NC(=S)NC(=O)c4cccs4)c3)nc2c1	-6%	9%	-4%	0.3	10%
7	O=C(c1ccc(S(=O)(=O)N2CCOCC2)cc1)N1CCN(S(=O)(=O)c2ccc(Cl)s2)CC1	3%	2%	19%	0.8	nt
8	COc1ccc(NC(=O)c2nnn(Cc3ccccc3C)c2N)c(OC)c1	nt	28%	4%	nt	?
9	COc1ccc(NC(=O)c2cc(C3CCCCN3C(=O)c3ccccc3)on2)c(C)c1 (centres undefined)	7%	-30%	-24%	0.7	-9%
10	CCCCOC(=O)Cn1c(=N)n(CCN(CC)CC)c2ccccc21	-4%	-8%	-3%	0.8	13%
11	Cc1ccc(C(=O)N2N=C(c3ccc(NS(C)(=O)=O)cc3)CC2c2cccs2)cc1 (centres undefined)	12%	?	-34%	0.1	nt
12	COc1ccccc1/C=C/C(=O)NCC(=O)N/N=C(/C)c1ccc(Cl)cc1	1%	?	-6%	0.1	nt
13	OCC1(Cc2ccccc2)CCN(CCCC2CCCC2)CC1	5%	?	3%	-0.6	nt
14	C=CCn1c(SCCCc2ccccc2)nc2c1c(=O)[nH]c(=O)n2C	7%	13%	-15%	-1.9	-26%
15	COc1ccc(N2CCN(C(=O)CC(C)S(=O)(=O)c3ccc4c(c3)NC(=O)CO4)CC2)cc1 (centres undefined)	5%	-19%	-18%	-0.5	-25%

No.	ATXN viability	Nrf2 activator	A549 viability	Nrf2 block
1	?	0.2%	0%	1%
2	i	0.1%	1%	17%
3	i	-0.3%	1%	-22%
4	i	0.3%	-6%	?
5	i	0.0%	1%	4%
6	i	22%	-8%	?
7	i	-0.3%	3%	-11%
8	i	0.6%	-6%	-7%
9	i	0.0%[9.22 µM]	nt	nt
10	i	0.2%	-5%	4%
11	i	15%	1%	2%
12	i	3.0%	2%	6%
13	i	-0.2%	-3%	7%
14	?	4.2%	?	-26%
15	i	0.4%	4%	?

# Additional entries:
No.	compound	EPAC2 ag	TGFb inhibitor	HepG2 tox	IL-2 act	ATXN2 expr inh
16	COc1ccc(CCNC(=O)c2ccc(CNS(=O)(=O)c3cccc(Cl)c3)cc2)cc1OC	6%	-14%	-36%	-0.3	-10%
17	CCCCc1nc2cc(C(=O)N3CCNC(=O)C3)ccc2o1	2%	22%	13%	-1.8	6%
18	CCN(Cc1ccccc1)C(=O)Cn1c(=O)n(-c2ccc(Cl)cc2)c(=O)c2c(C)c(C(=O)N(C)C)sc21	nt	?	-1%	nt	nt
19	CCOCCSc1n[nH]c(=O)n1CCc1ccccc1	11%	6%	0%	-3.0	-1%
20	CCOC(=O)[C@@H]1[C@H]2COc3ccccc3[C@@H]2N2C(=O)N(c3ccc(Cl)cc3)C(=O)[C@@]12C	18%	0%	0%	-0.4	11%
21	COCCNC(=O)c1ccc(CS(=O)(=O)c2c(Cl)cccc2Cl)o1	7%	1%	1%	-2.0	8%
22	O=C(NC(c1ccccc1)c1c(O)ccc2ccccc12)c1ccccc1Cl (centres undefined)	10%	?	-77%	1.7	?
23	NC(=O)Cn1nnc(-c2ccccc2NC(=O)c2cnccn2)n1	2%	-1%	6%	-0.7	-6%
24	CCOC(=O)C1=C(COC(=O)Cc2ccc(Br)cc2)NC(=O)NC1C (centres undefined)	-2%	-4%	-11%	-3.8	1%
25	C=CCOc1cccc(C2C(C(=O)c3ccc(C)o3)=C(O)C(=O)N2c2nccs2)c1 (centres undefined)	-34%[inhibitor]	-8%	-20%	1.8	1%
26	C/C(CC(=O)Nc1ccc2ccccc2c1)=N\NC(=O)c1ccc(O)c(O)c1	5%	-13%	-7%	-0.8	12%
27	Cc1ccc2c(=O)c(C(=O)c3ccccc3)cn(CC(=O)NCc3ccccc3)c2n1	nt	?	-1%	nt	-11%
28	CCOC(=O)CSc1nc2cccnc2n1-c1ccc(F)cc1	-1%	0%	-8%	0.5	0%
29	O=C(C(Sc1ccccc1)c1ccc(Br)cc1)N1CCOCC1 (centres undefined)	4%	5%	-24%	-3.0	nt
30	N#Cc1ccccc1OCC(=O)Nc1ccc(N2CCOCC2)cc1N1CCOCC1	0%	-2%	3%	-0.2	-2%

No.	ATXN viability	Nrf2 activator	A549 viability	Nrf2 block
16	?	2.6%	-4%	-4%
17	i	0.1%	0%	12%
18	nt	-0.7%	0%	nt
19	i	0.1%	4%	-21%
20	?	-0.2%	1%	-5%
21	i	-0.4%	1%	8%
22	i	0.4%	?	?
23	i	-0.4%	-12%	2%
24	i	-0.1%	-4%	-2%
25	i	-0.1%	-17%	-13%
26	i	5.8%	2%	3%
27	i	0.3%	13%	27%
28	i	-0.3%	-3%	12%
29	i	-1.0%	-7%	8%
30	i	2.7%	2%	-6%

# More results.
No.	compound	EPAC2 ag	TGFb inhibitor	HepG2 tox	IL-2 act	ATXN2 expr inh
31	CCOc1ccc(-c2nnc(SCC(=O)Nc3cc(F)ccc3F)o2)cc1	nt	33%	-56%	nt	-23%
32	CC[C@H](C)[C@@H]1NC(=O)c2cc([N+](=O)[O-])cc(I)c2SC[C@@H](C(N)=O)NC(=O)[C@H](CCCCN)NC1=O	?	1%	7%	-1.5	1%
33	O=C(Nc1ccc(OCc2cc(=O)n3ccccc3n2)cc1)c1ccccc1Cl	nt	9%	1%	nt	nt
34	Cc1cccc(NS(=O)(=O)c2ccc(C)c(C(=O)NCC(c3cccs3)N3CCOCC3)c2)c1 (centres undefined)	2%	-9%	-8%	-0.4	nt
35	Cc1ccc(NC(=S)NC2CCCCC2)cc1S(=O)(=O)N(C)C	7%	-6%	-10%	0.2	41%[activator]
36	CCn1c(C)cc(=S)c2ccccc21	-5%	2%	1%	0.3	10%
37	O=C1OC2(CCCCC2)OC(=O)C1=CNc1ccc2c(c1)OCO2	-7%	14%	-24%	-3.0	18%
38	CC(C)CCN1C(=O)c2ccc(C(=O)Nc3ccc(O)cc3C(=O)O)cc2C1=O	-2%	0%	0%	1.0	nt
39	CCC(C)N(C(=O)c1csnn1)C(C(=O)NC1CCCC1)c1ccc(F)cc1 (centres undefined)	10%	8%	12%	3.0	12%
40	Oc1c(CN2CCN(c3ccc(F)cc3)CC2)cc(Cl)c2cccnc12	28%	7.1µM*	-12%	-4.0	?
41	O=C(Cn1cc(SCc2ccc(C(F)(F)F)cc2)c2ccccc21)N1CCCC1	nt	?	10µM*	nt	nt
42	COc1cccc(NC(=O)COC(=O)CCOc2ccccc2OC)c1	3%	-12%	-21%	-2.1	-9%

No.	ATXN viability	Nrf2 activator	A549 viability	Nrf2 block
31	i	-2.0%	4%	?
32	i	-0.3%	-4%	4%
33	nt	-1.1%	11%	nt
34	i	-1.0%	-6%	-22%
35	i	2.6%	-1%	4%
36	i	0.4%	-6%	5%
37	i	-0.7%	-11%	24%
38	i	0.7%	0%	9%
39	i	-0.3%	-7%	-3%
40	?	11%	-6%	-19%
41	nt	3.5%	-2%	?
42	i	0.0%	-3%	16%

# Of the compounds above, these contain fluorine.
No.	compound	EPAC2 ag	TGFb inhibitor	HepG2 tox	IL-2 act	ATXN2 expr inh
1	O=C(Nc1cccc(C(F)(F)F)c1)c1cccnc1N1CCN(CCO)CC1	-6%	-5%	-13%	0.5	-9%
3	O=S(=O)(Nc1ccc2c(c1)OCCO2)c1c(F)cccc1F	9%	-1%	-40%	-0.6	-3%
5	COc1cc2c(cc1OC)CN(C(=O)CCNS(=O)(=O)c1ccccc1F)CC2	-3%	-22%	-1%	-0.1	9%
28	CCOC(=O)CSc1nc2cccnc2n1-c1ccc(F)cc1	-1%	0%	-8%	0.5	0%
31	CCOc1ccc(-c2nnc(SCC(=O)Nc3cc(F)ccc3F)o2)cc1	nt	33%	-56%	nt	-23%
39	CCC(C)N(C(=O)c1csnn1)C(C(=O)NC1CCCC1)c1ccc(F)cc1 (centres undefined)	10%	8%	12%	3.0	12%
40	Oc1c(CN2CCN(c3ccc(F)cc3)CC2)cc(Cl)c2cccnc12	28%	7.1µM*	-12%	-4.0	?
41	O=C(Cn1cc(SCc2ccc(C(F)(F)F)cc2)c2ccccc21)N1CCCC1	nt	?	10µM*	nt	nt

No.	ATXN viability	Nrf2 activator	A549 viability	Nrf2 block
1	?	0.2%	0%	1%
3	i	-0.3%	1%	-22%
5	i	0.0%	1%	4%
28	i	-0.3%	-3%	12%
31	i	-2.0%	4%	?
39	i	-0.3%	-7%	-3%
40	?	11%	-6%	-19%
41	nt	3.5%	-2%	?
